Screening data from PubChem.
TAAR1 ag: human TAAR1 agonism; activation, % at 3 µM; AID 624467; CHO RD-HGA16 TAAR1, Fluo-8 calcium fluorescence; vehicle wells 0%, saturating PEA agonist 100%; 0.99% of 360,000 active;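 active means activation above the mean activation of all test compounds in the run plus 3 SD, cut at about 38% in these data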
Target sequence (Q96RJ0 whole entry, looked up): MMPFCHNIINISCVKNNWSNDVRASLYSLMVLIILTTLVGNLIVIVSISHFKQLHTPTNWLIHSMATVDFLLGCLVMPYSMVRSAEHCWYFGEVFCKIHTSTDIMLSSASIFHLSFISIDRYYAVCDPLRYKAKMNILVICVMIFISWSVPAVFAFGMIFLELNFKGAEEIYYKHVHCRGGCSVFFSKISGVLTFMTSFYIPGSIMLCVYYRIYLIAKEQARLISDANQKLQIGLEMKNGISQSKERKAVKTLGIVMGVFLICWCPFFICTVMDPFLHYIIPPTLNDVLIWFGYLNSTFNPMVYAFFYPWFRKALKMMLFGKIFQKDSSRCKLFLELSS
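System: CHO RD-HGA16 cells carrying human TAAR1 plus Gα16; Incubation: 17-24 h seeding, 75 min 37 °C dye, 30 min RT; Measured by: Fluo-8 fluorescence, 5 s baseline then 140 s kinetic read; Control set: DMSO and PEA EC100; Replication: single well for each compound.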
TAAR1 antag: antagonists of human TAAR1; Q96RJ0; CHO RD-HGA16 TAAR1, Fluo-8 calcium fluorescence, antagonist; inhibition, % at 3 µM; 1.5% of 360,000 active;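 active means inhibition above a per-plate cutoff, the mean inhibition of test compounds on that plate plus 3 SD, cut at about 49% in these data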;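 further: 0% = DMSO plus EC80 beta-PEA response and 100% = DMSO alone without agonist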
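System: RD-HGA16 CHO cells with stable hTAAR1 and Gα16 | Probe or stimulus: EC80 β-phenethylamine stimulus | Dosing: 3 µM, single point | Times: Dye loading 75 min at 37 °C, then 30 min room temperature | Measured by: Fluo-8 calcium-sensitive fluorescence | Read-out basis: % inhibition of agonist calcium response | Replicates: n of 1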
CHRM1 antagonist: human CHRM1 antagonism. P11229. CHO-K1 hM1, Fluo-8 calcium fluorescence, ACh EC80 antagonist. inhibition, % at 3 µM. 1.3% of 360,000 active. AID 588852;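 active means percent inhibition above its own plate's cutoff, namely the mean of that plate's compound wells plus 3 SD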;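 further: peak over basal fluorescence ratio during 140 s after agonist addition; 0% = ACh EC80 plus DMSO and 100% = DMSO alone without agonist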
Target sequence (P11229 whole entry, looked up): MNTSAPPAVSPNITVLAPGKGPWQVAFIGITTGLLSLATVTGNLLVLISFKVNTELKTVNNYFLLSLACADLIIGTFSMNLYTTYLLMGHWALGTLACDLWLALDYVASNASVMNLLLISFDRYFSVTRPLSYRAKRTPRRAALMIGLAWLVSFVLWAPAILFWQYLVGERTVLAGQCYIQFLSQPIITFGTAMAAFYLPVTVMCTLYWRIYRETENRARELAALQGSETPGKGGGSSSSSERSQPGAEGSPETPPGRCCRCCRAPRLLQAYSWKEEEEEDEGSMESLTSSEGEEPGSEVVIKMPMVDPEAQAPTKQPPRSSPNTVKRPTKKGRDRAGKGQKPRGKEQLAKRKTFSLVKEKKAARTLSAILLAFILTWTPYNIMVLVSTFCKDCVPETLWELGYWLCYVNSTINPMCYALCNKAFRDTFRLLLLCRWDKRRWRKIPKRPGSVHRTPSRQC
M1 PAM parental: counter-screen for M1 PAMs: effect in parental CHO-K1 cells. 0.02% of 360,000 active. activation, % at 3 µM. ATP EC20, Fluo-8 calcium fluorescence; 0% at ATP EC20, 100% at ATP max. AID 602247;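 active means activation above the run cutoff, the mean activation of all test compounds plus 3 SD, cut at about 40% in these data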;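 further: peak over basal fluorescence ratio in a 140 s read after ATP addition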
OXTR potentiator: human OXTR potentiation | activation, % at 3 µM | 0.061% of 320,000 active | CHO-OTR cells, Fluo-8 calcium fluorescence, potentiator mode; 0% = oxytocin EC15, 100% = EC100 | P30559;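 active means activation above that plate's cutoff, the mean activation of tested compounds plus 3 SD, cut at about 6.6% in these data, passing the limit was not always enough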;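 further: 100% uses oxytocin at 75 nM as the full agonist control; some results filed as inactive read as strong as hits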
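Material: human OTR in CHO cells. Compound: 3.0 µM, one dose. Timing: compound 6 min at room temperature before oxytocin, 100 s read. Evaluation: % activation of max/min ratio relative to oxytocin controls. Replication: single well per compound, singlicate. Signal: Fluo-8 calcium dye fluorescence.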
CHO-K1 Ca antag: counter-screen for M1 antagonists: effect in parental CHO-K1 cells; ATP-induced calcium, Fluo-8 fluorescence; inhibition, % at 3 µM; 0.6% of 360,000 active; AID 602250;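 active means inhibition above a per-plate cutoff, the plate's mean sample inhibition plus 3 SD, cut at about 24% in these data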;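 further: 0% = DMSO plus EC80 ATP and 100% = DMSO alone without ATP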
CHO parental Ca: counter-screen: ATP calcium response change in parental CHO cells; parental CHO-K1, ATP-induced calcium, Fluo-8 fluorescence; inhibition, % at 5.6 µM; 0.63% of 330,000 active; AID 463079;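 active means inhibition above that plate's mean sample inhibition plus 3 SD, cut at about 26% in these data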;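 further: 0% = ATP-challenged DMSO wells and 100% = DMSO wells without ATP; some compounds past the cut are filed as inactive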
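Material: Parental CHO cells | Reagent: ATP | Compound dosing: Single nominal dose of 5.6 µM per compound | Detection: Intracellular calcium via Fluo-8 no-wash fluorescent dye | Read-out: % inhibition of ATP-induced calcium mobilization | Benchmarks: Low control ATP plus DMSO, high control DMSO only | Replicates: Singlicate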
M1 ag: agonists of human M1 muscarinic receptor | P11229 | CHO-K1 hM1, Fluo-8 calcium fluorescence, agonist mode; 0% DMSO, 100% acetylcholine EC100 | activation, % at 3 µM | 0.33% of 360,000 active | AID 588814;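 active means activation above the run's mean compound activation plus 3 SD, cut at about 16% in these data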;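 further: peak over basal fluorescence ratio within a 140 s kinetic read after compound addition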
CHO-K1 Ca ag: M1 agonist counterscreen hit in parental CHO-K1 cells; Fluo-8 calcium fluorescence; scaled to maximal ATP response, vehicle zero; activation, % at 3 µM; 0.48% of 360,000 active; AID 602248; in the data active means activation above about 15%;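 further: untransfected CHO-K1 host cells lacking M1 receptor as counterscreen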
* hit, by the source's call; . = no result given.

SMILES | TAAR1 ag | TAAR1 antag | CHRM1 antagonist | M1 PAM parental | OXTR potentiator | CHO-K1 Ca antag | CHO parental Ca | M1 ag | CHO-K1 Ca ag
COc1ccc(Cl)cc1NC(=O)CN(C)C(=O)c1cc(-c2ccncc2)nc2ccccc12 | 19 | 74* | 23 | -5 | 4 | 3 | -4 | -2 | 9.5
CCCCC[C@@H](C)N1C[C@@H](COCc2ccccc2)Oc2cc(N3CC[C@H](N(C)C)C3)ccc2S1(=O)=O | 13 | -11 | . | 26 | . | -8 | . | . | 3.5
CC(C)CCCNc1nc(N2CCOCC2)nc(N2CCOCC2)n1 | 6 | 5 | 9 | -12 | 1 | 17 | -14 | -5 | -0.1
COc1ccc(-c2cc(C)nc(SCc3cccc(C(=O)O)c3)n2)cc1 | 2 | -20 | 3 | 10 | -3 | 0 | 5 | -3 | -0.2
Cc1ccc(S(=O)(=O)N2CCCCC2)cc1C(=O)N1CCCC1 | 3 | -24 | -9 | 17 | -6 | -10 | -3 | 0 | 1.4
Cc1c(O)ccc2c(CN3CCOCC3)cc(=O)oc12 | 6 | -6 | -10 | 0 | -1 | 9 | -1 | 1 | 14
CC(C)[C@H](NC(=O)N1CCn2c1nc1ccccc12)C(=O)N1CCCCC1 | 0 | -12 | -3 | 18 | -3 | -10 | -26 | 1 | -0.2
COc1cc(-c2nnc(SCC(=O)Nc3ccc4c(c3)OCCO4)o2)cc(OC)c1OC | 4 | 8 | -8 | 21 | -7 | -5 | -16 | -4 | 2.8
CCOC(=O)CSc1ccc2nnc(-c3cccnc3)n2n1 | -1 | -11 | -6 | 5 | -3 | -2 | -8 | -1 | 0.1
O=C(Nc1ccccc1N1CCOCC1)c1cccc2c(Br)cccc12 | 7 | -6 | -6 | 22 | -1 | -9 | -12 | -5 | 1.8
Cc1cc(=O)n2c3ccccc3n(CC(O)CN3CCC(C)CC3)c2c1C#N (stereo not drawn) | 7 | -19 | -1 | 15 | . | -5 | . | -13 | 4.0
CC(Sc1nnnn1C)C(=O)NC1CCCC1 (stereo not drawn) | 3 | 14 | -2 | 5 | 9 | -5 | -8 | -2 | 0.3
COc1ccc(CCNC(=O)C(=O)N2CCCC2)cc1OC | 10 | -40 | -11 | -5 | 1 | -16 | 8 | -1 | 0.0
CC(C)CNC(=O)CN1C(=O)NC(Cc2c[nH]c3ccccc23)C1=O (stereo not drawn) | 1 | 17 | 16 | -18 | -8 | 18 | -9 | 1 | -0.4
Cc1cc(C(=O)Nc2c(F)cc(F)cc2Br)c(C)o1 | 3 | 4 | -11 | 20 | 4 | -6 | 4 | -2 | 0.3
CC(C)C[C@@H](CN1CCCC1CN1C(=S)NC[C@@H]1Cc1ccc(O)cc1)N1C[C@H](Cc2ccccc2)N(CC2CCCCC2)C1=S (stereo partly drawn) | 0 | -46 | -11 | 7 | . | 0 | . | -2 | 0.3
COc1ccc(C(=O)Nc2ccc(OC)c([N+](=O)[O-])c2)cc1Br | 9 | 4 | -4 | 16 | -6 | 4 | -1 | -5 | 1.7
CCCc1ncc(C(O)(c2ccccc2)c2ccccc2)n1C | 2 | 6 | 94* | 18 | -3 | -4 | 16 | -13 | 0.7
Cc1cccc(C)c1Nc1nnc(SCC(=O)Nc2sccc2C#N)s1 | 1 | -6 | -8 | -10 | -7 | -2 | -23 | -2 | 0.0
CC(=O)c1cccc(NC(=O)N2CCCC2C(=O)Nc2cccc(C)c2C)c1 (stereo not drawn) | 13 | 10 | -1 | 17 | -3 | 1 | 8 | -2 | 2.6

Rewritten with tabs: part of the list above.
SMILES	TAAR1 ag	TAAR1 antag	CHRM1 antagonist	M1 PAM parental	OXTR potentiator	CHO-K1 Ca antag	CHO parental Ca	M1 ag	CHO-K1 Ca ag
COc1cc(-c2nnc(SCC(=O)Nc3ccc4c(c3)OCCO4)o2)cc(OC)c1OC	4	8	-8	21	-7	-5	-16	-4	2.8
CCOC(=O)CSc1ccc2nnc(-c3cccnc3)n2n1	-1	-11	-6	5	-3	-2	-8	-1	0.1
O=C(Nc1ccccc1N1CCOCC1)c1cccc2c(Br)cccc12	7	-6	-6	22	-1	-9	-12	-5	1.8
Cc1cc(=O)n2c3ccccc3n(CC(O)CN3CCC(C)CC3)c2c1C#N (stereo not drawn)	7	-19	-1	15	.	-5	.	-13	4.0
CC(Sc1nnnn1C)C(=O)NC1CCCC1 (stereo not drawn)	3	14	-2	5	9	-5	-8	-2	0.3

The results go on:
SMILES | TAAR1 ag | TAAR1 antag | CHRM1 antagonist | M1 PAM parental | OXTR potentiator | CHO-K1 Ca antag | CHO parental Ca | M1 ag | CHO-K1 Ca ag
Nc1c(-c2ccccc2)c(CSc2nc3ccccc3[nH]2)nn1-c1ccc(Cl)cc1 | 14 | 24 | 15 | 18 | -7 | -3 | -11 | -11 | 1.0
COc1ccc(C(NC(=O)/C=C/c2ccco2)c2ccc(OC)c(OC)c2)cc1OC | 0 | 4 | -1 | 24 | -5 | -2 | 4 | -2 | 0.1
C[C@@H]1NS(=O)(=O)[C@H]2C[C@@H]3C=C[C@]2(O3)[C@H]1OC(=O)Nc1ccc(C(F)(F)F)cc1[N+](=O)[O-] | 2 | -12 | 16 | -13 | -6 | 8 | -17 | -4 | 0.2
Cn1cnnc1SCC(=O)NNC(=O)COc1ccc(Cl)cc1 | 5 | -12 | -9 | 15 | -13 | -6 | 6 | -4 | 1.9
O=C1OCC/C1=C\c1ccccc1 | -1 | -8 | -4 | 25 | 1 | -5 | 2 | -9 | -0.2
O=C(O)C(c1ccccc1)c1ccccc1 | 1 | -24 | -12 | -3 | 1 | 0 | -8 | 2 | -0.2
Oc1cccc(-c2nc3ccc4ccccc4c3c3c2CCC3)c1 | 2 | -14 | -6 | 19 | -7 | -11 | -23 | -3 | 0.9
COc1ccc(NC(=O)C2CCN(S(=O)(=O)c3c(C)noc3C)CC2)cc1 | 1 | -8 | -14 | 14 | 0 | -9 | -11 | -1 | 0.8
C=CCc1c(C)nc(-c2ccccc2)nc1N/N=C/c1ccccc1 | 2 | 30 | -11 | 19 | -11 | -10 | -23 | -10 | 0.0
O=C(NCc1cccnc1)/C(=C/c1ccc(-c2cccc(C(F)(F)F)c2)o1)NC(=O)c1ccccc1 | 18 | 28 | 1 | 14 | 5 | 4 | -18 | -3 | 2.1
CN(Cc1ccc(C(C)(C)C)cc1)C(=O)Cc1ccc(S(=O)(=O)N2CCOCC2)s1 | 7 | 27 | 21 | 12 | -9 | -1 | -22 | -4 | 5.0
CC1CC1C(=O)OCC(=O)NCc1ccccc1 (stereo not drawn) | 5 | 9 | -8 | 16 | -2 | -12 | -12 | -3 | 0.2
CC(=O)c1ccc(NC(=O)C2=CC(c3ccco3)=NS(=O)(=O)N2C)cc1 | 3 | -14 | -13 | 4 | -4 | -16 | 5 | 0 | 8.0
N#CC1=C(SCC(N)=O)NC2=C(C(=O)c3ccccc32)C1c1ccc(Cl)cc1 (stereo not drawn) | 1 | 7 | -17 | 4 | -6 | 6 | -13 | -6 | -0.5
Cc1cc(C)n2ncc(C(=O)NCc3ccccc3)c2n1 | 5 | 13 | 10 | -4 | -2 | 6 | -7 | 0 | -0.1
COc1ccccc1O | 3 | -22 | -23 | 13 | 1 | -3 | 0 | -2 | 0.2
Cc1ccc(-n2c(SCC(N)=O)nnc2-c2cccnc2)c(C)c1 | 1 | -2 | -4 | -3 | -18 | -3 | 0 | -4 | -0.2
CCc1ccccc1N(C)C(=O)CCc1nc(-c2ccc(C)cc2)no1 | 9 | 21 | -33 | 8 | -12 | 5 | -14 | 0 | 0.6
O=C(Nc1ccc(Cl)c(Cl)c1)OCCNC(=O)c1ccncc1 | 16 | 20 | 5 | -8 | -8 | 12 | 19 | 5 | 11
O=C(NCCc1ccccc1)c1cc(-c2ccc3c(c2)OCO3)on1 | 38* | 11 | 10 | 5 | -6 | -7 | 3 | -2 | 0.1

Whole records as entered above. Order of screens: TAAR1 ag, TAAR1 antag, CHRM1 antagonist, M1 PAM parental, OXTR potentiator, CHO-K1 Ca antag, CHO parental Ca, M1 ag, CHO-K1 Ca ag
`C=CCc1c(C)nc(-c2ccccc2)nc1N/N=C/c1ccccc1` reads 2, 30, -11, 19, -11, -10, -23, -10, 0.0
`O=C(O)C(c1ccccc1)c1ccccc1` reads 1, -24, -12, -3, 1, 0, -8, 2, -0.2
`CC(=O)c1ccc(NC(=O)C2=CC(c3ccco3)=NS(=O)(=O)N2C)cc1` reads 3, -14, -13, 4, -4, -16, 5, 0, 8.0

(cont.)
SMILES | TAAR1 ag | TAAR1 antag | CHRM1 antagonist | M1 PAM parental | OXTR potentiator | CHO-K1 Ca antag | CHO parental Ca | M1 ag | CHO-K1 Ca ag
CC(=O)Nc1ccc(OCC(=O)c2ccc(C)cc2C)cc1 | 3 | 13 | -7 | 7 | -2 | 1 | -18 | -3 | 1.1
COC(=O)c1ccc(NC(=O)CSc2ccccc2)cc1 | 2 | -14 | -8 | 25 | -11 | -2 | 54* | -7 | 0.3
COCCCNC(=O)CCCN1C(=O)c2cccnc2Sc2ccccc21 | 0 | -16 | -7 | -4 | -9 | 5 | 0 | 5 | -0.4
COc1cccc(CNC(=O)C(CCSC)NS(=O)(=O)c2ccc3c(c2)oc(=O)n3C)c1 (stereo not drawn) | 5 | -8 | -18 | 11 | 0 | -1 | -43 | -3 | 0.2
O=C(NCc1cn2ccsc2n1)Nc1cccc(Cl)c1 | 2 | -2 | 4 | 3 | -2 | 2 | -15 | -4 | 0.2
CN(C)CCNC(=O)c1onc(CSc2nc3ccccc3[nH]2)c1C(=O)NCCN(C)C | 11 | -8 | -5 | 21 | -5 | -15 | -12 | -5 | 0.4
COc1cc(OC)cc(-c2c(Sc3ccccc3)c3cc(-c4ccc(OC)nc4)ccc3n2C)c1 | 1 | -14 | . | -3 | . | -2 | . | . | 0.5
c1ccc(CN2CCN(c3nc(N4CCOCC4)c4ccccc4n3)CC2)cc1 | -1 | 21 | -4 | 18 | -8 | -11 | -22 | -5 | 0.7
COc1ccc(C2(C)NC(=O)N(CC(=O)Nc3ccc4c(c3)OCO4)C2=O)cc1OC (stereo not drawn) | 1 | -13 | -9 | 20 | -2 | -7 | 3 | -3 | 0.3
